From PubChem BioAssay
USP10 inh: blocks human USP10 ubiquitin-rhodamine cleavage; inhibition, % at 20 µM; 47,000 compounds, 1.1% hits; purified USP10, Ub-rhodamine fluorescence, 60 min
USP8 block: blocks human USP8 ubiquitin-rhodamine cleavage; AID 1645853; 47,000 compounds, 4.2% hits; P40818; purified USP8, Ub-rhodamine cleavage fluorescence, 30 min; inhibition, % at 20 µM
USP28 inh: human USP28 deubiquitinase inhibition; Q96RU2; purified USP28, Ub-rhodamine cleavage fluorescence, 30 min; inhibition, % at 25 µM; 47,000 compounds, 3% hits; AID 1645857
OTUD3 block: human OTUD3 deubiquitinase inhibition | purified OTUD3, Ub-rhodamine fluorescence, 2 h | inhibition, % at 25 µM | 47,000 compounds, 0.7% hits | AID 1645858
Target sequence (Q5T2D3 whole entry, looked up): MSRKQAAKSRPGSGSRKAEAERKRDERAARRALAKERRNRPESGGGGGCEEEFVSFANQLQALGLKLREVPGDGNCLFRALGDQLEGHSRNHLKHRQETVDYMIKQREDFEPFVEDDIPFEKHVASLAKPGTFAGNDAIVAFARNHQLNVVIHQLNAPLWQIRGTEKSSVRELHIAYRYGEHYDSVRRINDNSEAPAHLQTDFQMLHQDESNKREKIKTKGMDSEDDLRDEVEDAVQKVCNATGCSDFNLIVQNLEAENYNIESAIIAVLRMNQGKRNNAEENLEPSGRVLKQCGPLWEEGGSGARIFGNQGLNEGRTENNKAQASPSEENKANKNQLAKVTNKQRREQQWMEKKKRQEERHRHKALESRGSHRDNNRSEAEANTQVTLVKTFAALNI
USP7 block: inhibitors of human USP7 deubiquitinase; purified USP7, Ub-rhodamine cleavage fluorescence; inhibition, % at 20 µM; 47,000 compounds, 0.3% hits
USP17 inh: human USP17-like deubiquitinase inhibition. AID 1645855. 47,000 compounds, 6.5% hits. inhibition, % at 50 µM. A8MUK1. purified USP17, Ub-rhodamine cleavage fluorescence, 3 h
Target sequence (A8MUK1 whole entry, looked up): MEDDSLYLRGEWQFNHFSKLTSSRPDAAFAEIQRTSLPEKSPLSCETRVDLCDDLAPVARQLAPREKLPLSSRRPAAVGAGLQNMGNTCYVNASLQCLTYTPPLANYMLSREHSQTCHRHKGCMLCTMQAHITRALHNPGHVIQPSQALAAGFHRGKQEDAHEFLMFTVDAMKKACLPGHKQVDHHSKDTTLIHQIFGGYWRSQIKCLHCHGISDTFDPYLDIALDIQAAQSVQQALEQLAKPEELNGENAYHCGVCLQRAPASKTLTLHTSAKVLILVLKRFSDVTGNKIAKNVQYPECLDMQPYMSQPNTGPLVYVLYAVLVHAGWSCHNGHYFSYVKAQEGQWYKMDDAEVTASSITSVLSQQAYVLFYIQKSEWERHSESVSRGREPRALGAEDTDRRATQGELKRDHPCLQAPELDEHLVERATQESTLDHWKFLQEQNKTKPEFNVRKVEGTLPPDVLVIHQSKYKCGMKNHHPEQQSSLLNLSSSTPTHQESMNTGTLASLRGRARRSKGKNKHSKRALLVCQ
UCHL1 block: inhibitors of human UCHL1 deubiquitinase; 47,000 compounds, 0.2% hits; P09936; purified UCHL1, Ub-rhodamine cleavage fluorescence; inhibition, % at 20 µM
USP30 inh: human USP30 deubiquitinase inhibition; Q70CQ3; purified USP30, Ub-rhodamine cleavage fluorescence; inhibition, % at 25 µM; 47,000 compounds, 5.3% hits; AID 1645860
* hit, by the source's call; nt = no result given. Cut-off read from the data, not from the text of the source: active = inhibition above about 30%; inactive = the rest.

A first look, seven compounds:
SMILES	USP10 inh	USP8 block	USP28 inh	OTUD3 block	USP7 block	USP17 inh	UCHL1 block	USP30 inh
O=C(CN1C(=O)[C@H]2CCCN2c2ncccc21)NCc1ccc(F)cc1	-4	-1	-15	-12	-3	-9	-3	-45
O=C1CCN(C(=O)COc2ccc(Cl)cc2)c2ccccc2N1	1	1	-4	-4	-6	-9	1	15
O=C(c1ccc(F)cc1)N(C(=O)c1ccc(F)cc1)c1ncccn1	3	10	-7	1	-17	12	-1	2
O=C(Nc1ccccc1)c1ccn(COc2ccccc2F)n1	3	4	25	-4	4	-2	1	-5
CCc1nc(SCC(=O)Nc2ccccc2Cl)c2oc3ccccc3c2n1	16	5	-6	0	7	58*	1	-2
CSc1nnc(CNC(=O)c2ccc(S(=O)(=O)N3CCOCC3)cc2)n1-c1cccc(C(F)(F)F)c1	-2	16	3	11	0	5	3	19
CN1Cc2ccccc2CN2CCN(Cc3ccc(OCCO)cc3)CC2C1 (stereo not drawn)	-7	-35	-24	-16	-5	-39	-8	-50

The listing, repeating the preview:
SMILES	USP10 inh	USP8 block	USP28 inh	OTUD3 block	USP7 block	USP17 inh	UCHL1 block	USP30 inh
O=C(CN1C(=O)[C@H]2CCCN2c2ncccc21)NCc1ccc(F)cc1	-4	-1	-15	-12	-3	-9	-3	-45
O=C1CCN(C(=O)COc2ccc(Cl)cc2)c2ccccc2N1	1	1	-4	-4	-6	-9	1	15
O=C(c1ccc(F)cc1)N(C(=O)c1ccc(F)cc1)c1ncccn1	3	10	-7	1	-17	12	-1	2
O=C(Nc1ccccc1)c1ccn(COc2ccccc2F)n1	3	4	25	-4	4	-2	1	-5
CCc1nc(SCC(=O)Nc2ccccc2Cl)c2oc3ccccc3c2n1	16	5	-6	0	7	58*	1	-2
CSc1nnc(CNC(=O)c2ccc(S(=O)(=O)N3CCOCC3)cc2)n1-c1cccc(C(F)(F)F)c1	-2	16	3	11	0	5	3	19
CN1Cc2ccccc2CN2CCN(Cc3ccc(OCCO)cc3)CC2C1 (stereo not drawn)	-7	-35	-24	-16	-5	-39	-8	-50
Cc1ccccc1-n1nc2c(c1NC(=O)c1cccs1)CS(=O)(=O)C2	-4	-24	-19	-8	-4	-12	-3	-18
O=C(CC(C(=O)NCc1ccccc1)c1nc2ccccc2c(=O)[nH]1)NCc1ccccc1 (stereo not drawn)	30	0	-1	12	2	12	0	26
C=C1CCC2[C@](C)(CCC[C@]2(C)C(=O)OC)[C@H]1CCc1ccoc1CNCC(=O)O (stereo partly drawn)	3	-5	nt	-2	2	28	0	nt
CCCc1cc(C2CCCN2C(=O)Cc2ccc(F)cc2Cl)no1 (stereo not drawn)	3	9	10	12	-52	11	3	15
C=C1CCC[C@]2(C)C[C@H]3OC(=O)C(CN(C)CC(O)c4ccc(O)cc4)[C@H]3CC12 (stereo partly drawn)	3	-2	-7	-2	-2	-7	1	11
CNC(=O)N1CCc2nc(C(=O)NCc3ccccc3)sc2CC1	2	-2	-1	-1	-1	3	-2	-4
CCc1cc(=O)n(CC(=O)Nc2ccc(F)c(F)c2)c(N2CCOCC2)n1	-2	7	5	9	-22	5	0	-1
O=C(NCCc1ccc(F)cc1)N1CC[C@@H]2CN(Cc3ccncc3)S(=O)(=O)[C@@H]2CC1	-5	-6	nt	-8	0	-16	-4	nt
Cc1ccc(CCNC(=O)CCC2=NS(=O)(=O)c3ccccc3N2)cc1	7	-2	-7	-2	5	0	0	8
Cn1c(=O)cc(C(=O)N2CCCC2c2ccc3c(c2)OCCCO3)c2ccccc21 (stereo not drawn)	3	15	17	12	5	13	1	12
Cn1c(=O)c2c(ncn2Cc2ccc(C(C)(C)C)cc2)n(C)c1=O	-3	-5	-7	-15	0	-10	-2	-10
Cc1noc(NS(=O)(=O)c2ccc(NC(=O)c3ccc(F)cc3)cc2)c1C	6	16	12	15	5	11	2	9
Cc1nn(-c2ccccc2)c2[nH]c(=O)c(CNCCN3CCOCC3)cc12	2	22	12	12	6	20	2	22

Shown with the structure last: 3 of the compounds above.
USP10 inh | USP8 block | USP28 inh | OTUD3 block | USP7 block | USP17 inh | UCHL1 block | USP30 inh | structure
7 | -2 | -7 | -2 | 5 | 0 | 0 | 8 | Cc1ccc(CCNC(=O)CCC2=NS(=O)(=O)c3ccccc3N2)cc1
3 | 15 | 17 | 12 | 5 | 13 | 1 | 12 | Cn1c(=O)cc(C(=O)N2CCCC2c2ccc3c(c2)OCCCO3)c2ccccc21 (stereo not drawn)
-3 | -5 | -7 | -15 | 0 | -10 | -2 | -10 | Cn1c(=O)c2c(ncn2Cc2ccc(C(C)(C)C)cc2)n(C)c1=O

Remaining list, next part
SMILES	USP10 inh	USP8 block	USP28 inh	OTUD3 block	USP7 block	USP17 inh	UCHL1 block	USP30 inh
O=C(NCc1ccc(F)cc1)c1cc(-n2cnnn2)ccc1Cl	3	24	30*	6	1	67*	2	30*
O=S(=O)(c1ccc2c(c1)OCCCO2)N1CCN(Cc2nc3ccccc3o2)CC1	-5	0	17	7	-4	-4	0	0
O=c1oc2ccccc2c2nn(-c3ccccn3)cc12	5	8	0	-7	-2	51*	0	27
Cc1cncc(C2CCCN(C(=O)c3ccc4n[nH]nc4c3)C2)n1 (stereo not drawn)	0	-2	-11	-2	1	-11	-2	-7
O=C1CCSc2ccccc2N1Cc1ccc([N+](=O)[O-])cc1	5	-106	29	14	-59	1	2	33*
O=C(CC1CCCC1)N1CCC(Oc2cc(N3CCCC3)ncn2)C1 (stereo not drawn)	-1	-12	-12	-8	-5	-6	-6	-10
Cc1ccc(NC(=O)COC(=O)C(c2ccccc2)c2ccccc2)cc1C	13	-1	4	5	8	nt	4	-2
Cc1ccc(-c2n[nH]c3c2CN(C(=O)c2ccncc2)CC3)cc1	0	2	4	8	1	11	0	20
COc1ccc(Cn2c(=O)[nH]c3cc(C(=O)N4CCC(Cc5ccccc5)CC4)ccc3c2=O)cc1	11	28	17	10	9	7	4	37*
Cc1cc(=O)n2c(n1)NC(N1CCOCC1)=NC2c1ccccn1 (stereo not drawn)	-14	-37	-26	-29	4	-48	-4	-158
Cn1c(CC2CCN(C(=O)c3cccc(C(F)(F)F)c3)C2)nc2cccnc21 (stereo not drawn)	-6	-19	-42	-23	-16	-49	-10	-102
O=C(NCc1ccccc1)[C@H]1C[C@@H]2CN(S(=O)(=O)C3CC3)C[C@H]1O2	0	3	-8	0	-3	-6	-3	-5
O=C(COc1ccccc1)N1CCc2[nH]nc(-c3ccccc3)c2C1	-2	-7	5	9	-25	-4	2	7
Cc1cc(C)nc(SCCn2c(N3CCC(Cc4ccccc4)CC3)nc3c2c(=O)n(C)c(=O)n3C)n1	4	6	20	8	6	41*	5	56*
CC(=O)N1CCC(c2ccn3ncc(C(=O)N4CCCC4)c3c2)CC1	-11	-45	-14	-6	-2	-28	-3	-71
Cc1ccccc1Cn1ccc(NS(=O)(=O)c2cn(C)nc2C)n1	3	-3	-6	9	-2	-3	-1	-13
COc1ccc(S(=O)(=O)N(C(=O)c2ccccc2)c2ccc3oc4c(c3c2)CCCC4)cc1	3	0	-13	-1	-1	-3	1	-10
Cc1ccc(OCC(=O)NCC(c2ccc3c(c2)CCCN3C)N2CCOCC2)cc1 (stereo not drawn)	-17	-28	-62	-44	-12	-62	-7	-234
CN1CCN(c2ccc(CNC(=O)c3cccnc3Oc3ccc(Cl)cc3)cc2)CC1	1	-58	12	-7	2	-8	1	13
COc1ccc(CNC(=O)c2ccc(N3C(=O)[C@@H]4Cc5ccccc5CN4C3=O)cc2)cc1	11	-17	-16	0	4	-13	-1	-7
CC(C)(C)CN1CC[C@H](c2nnc(-c3cccnc3)o2)C1	-2	-10	-13	-18	nt	-23	-3	-12
Nc1nnc(-c2cc(-c3ccc4c(c3)OCO4)on2)o1	17	54*	-6	-11	8	2	1	-68
CC1(C)CC(=O)C2=C(C1)Nc1ccccc1N(C(=O)c1ccccc1)C2c1ccc(-c2cccc([N+](=O)[O-])c2)o1 (stereo not drawn)	-11	-67	-32	-40	-10	-50	-19	-128
Cc1cccc(S(=O)(=O)N2CCC(c3nc4cccnc4n3C)C2)c1 (stereo not drawn)	4	3	7	5	5	8	2	22
COc1ccc(S(=O)(=O)n2c(SCC(=O)Nc3ccccc3F)nc3ccc(OC)cc32)cc1	1	-1	4	-8	1	-5	2	-10
CC(C)(C)OC(=O)N1CC2(CCC(C(=O)O)CC2)c2ccccc21 (stereo not drawn)	-3	-44	-6	-6	0	5	0	-9
NC(=O)Cn1c(=O)n(Cc2ccccc2)c(=O)c2c3c(sc21)CCC3	-1	-1	1	-3	-1	-25	1	4
Cn1cc(C2CCCCCN2Cc2cc(Cl)ccc2O)cn1 (stereo not drawn)	4	-10	-2	-1	-13	-7	-1	-5
CCN1C(=O)COc2cc(-c3noc(C(=O)NCc4ccccc4)n3)ccc21	2	10	8	1	2	17	3	15
CN1C(=O)[C@H]2CN(Cc3cccnc3)C[C@H]2C12CCN(C(=O)c1cccnc1)CC2	0	-30	4	9	3	-2	0	7
COc1ccccc1/C=C(/C(=O)NCCCn1ccnc1)c1ccccc1	-1	-5	-8	-8	-10	-8	-1	0
O=c1c2[nH]c3ccccc3c2ncn1CCCn1ccnc1	-2	6	0	9	4	-1	0	4
CCOc1ccc2c(c1)c(=O)c(C(=O)c1ccccc1)cn2CC(=O)Nc1ccc2c(c1)OCCO2	53*	95*	15	12	8	0	6	69*
CC1(C)COC(C)(C)N1C(=O)c1cccc2c1OCO2	6	5	-5	6	0	0	-2	11
CCNC(=O)Nc1ccc(OCC(=O)N2CCC3(CC2)OCCO3)nc1	-7	6	-16	-8	0	-15	-3	-48
Cc1ccc(-c2c[nH]n3c(=O)cc(CC(C)n4cccn4)nc23)cc1 (stereo not drawn)	1	-168	-7	-1	-16	-21	-3	-35
CC(=O)N1CCN(c2cc(-c3noc([C@@H]4CCCN4C4CCOCC4)n3)ccn2)CC1	-3	16	-16	-13	-5	-33	-2	-51
O=C(CN1CCN(S(=O)(=O)N2CCCCCC2)CC1)Nc1ccnn1C1CCCC1	-10	-19	-18	-9	-3	-31	-6	-69
CC(=O)Nc1cccc(NC(=O)c2ccc(COc3ccccc3)cc2)c1	-2	7	-5	-1	-1	0	1	11
CCn1cc(S(=O)(=O)N2CCc3nc[nH]c3C2)cn1	0	8	1	4	6	0	5	11
CC(CNC(=O)Cc1cccc(F)c1)N(C)c1ccccc1 (stereo not drawn)	2	-1	3	3	0	0	3	6
Cc1ccccc1CNC(=O)C1CCN(C(=O)c2cc(-c3ccccn3)n[nH]2)CC1	0	-182	3	0	-1	-21	-4	14
CN1CCC(Nc2nnc(-c3nnc(C4CC4)o3)c3ccccc23)CC1	2	3	7	3	-7	6	-1	13
Cc1nccn1-c1cc(N2CCCCC2)nc2ccnn12	-4	-18	-18	-14	-12	-14	-5	-33
CC(Nc1ccc2c(c1)OCO2)C(=O)Nc1cccc(S(=O)(=O)N2CCOCC2)c1 (stereo not drawn)	-4	-39	-21	-18	-3	-14	-3	-76
Cc1cccc(C(=O)OCC(=O)NCCc2ccccc2)c1O	4	15	8	15	2	13	2	14
CN(C)S(=O)(=O)N1CCC(Cc2nccnc2-c2ccn[nH]2)CC1	0	-32	-7	2	3	-6	-2	18
CC(OC(=O)c1ccccc1Sc1ccccc1C#N)C(=O)Nc1cccc([N+](=O)[O-])c1 (stereo not drawn)	3	4	27	13	4	26	8	36*
O=C(Cc1ccccc1)NCc1nnc(SCC(=O)N2CCc3ccccc32)n1-c1ccc(Br)cc1	27	6	4	6	4	8	-2	16
CC(=O)Nc1ccc(S(=O)(=O)N2CCCC(C(=O)Nc3cccc4ccccc34)C2)cc1 (stereo not drawn)	5	1	29	-2	0	26	1	56*

The list goes on:
SMILES	USP10 inh	USP8 block	USP28 inh	OTUD3 block	USP7 block	USP17 inh	UCHL1 block	USP30 inh
Cc1cccc(C(=O)NCc2nnc3ccccn23)c1	6	9	7	6	6	6	2	21
O=C(NCc1ccc2c(c1)OCO2)c1ccccc1NC(=O)c1c(F)cccc1F	1	-26	-14	-14	-7	-6	-1	-7
CC1=C(C(=O)Nc2cccnc2)C(c2ccc(OCc3ccccc3)cc2)n2ncnc2N1 (stereo not drawn)	-2	-2	2	-1	-1	-7	0	-11
CCOc1ccc(S(=O)(=O)n2cc3c(=O)n(C)c(=O)n(C)c3n2)cc1	0	2	-7	-1	-2	33*	-4	9
CC(=O)NC(Cc1ccc(C(C)C)cc1)C(=O)NC1CCN(c2ncccn2)CC1 (stereo not drawn)	-2	-15	-227	-15	-5	-19	-6	-7
Cc1ccc(NC(=O)N2CCN(C3=CC4=NC(C)CN4C=N3)CC2)c(C)c1 (stereo not drawn)	3	3	15	7	6	17	3	34*
Cc1ccccc1CS(=O)(=O)N1CCC(C(=O)N2CCCCC2)CC1	2	3	-7	0	0	0	-3	5
COc1cccc(NCc2ccccc2OCC(=O)Nc2ccc(C(C)=O)cc2)c1	0	-66	-41	-12	6	-21	4	-172
O=C(c1cc(C2CC2)[nH]n1)N1CCN(Cc2ccccc2)CC1	3	-12	17	20	4	18	5	34*
O=C(NCc1ccccc1)C1CCCN(c2cnc3nccnc3c2)C1 (stereo not drawn)	-2	-23	nt	-4	-71	-165	-74	nt
